Source: PubChem BioAssay (several laboratories)
PvdQ inh = P. aeruginosa PvdQ acylase inhibition; 340,000 tested, 0.063% active; inhibition, % at 10 µM; purified PvdQ acylase, fluorescence plate reader; in the data active = inhibition above about 30%, passing the limit was not always enough;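 also: 0% = vehicle neutral wells and 100% = reference inhibitor wells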
PKA-R2B act = activates the human PKA-R2B holoenzyme complex | PKA-R2B holoenzyme dissociation, Cy5-IP20 fluorescence polarization; R2B truncated from residue 108, S112A mutant; 0% DMSO only, 100% 113 µM cGMP | AID 504700 | 340,000 tested, 0.079% active | P22694+P31323 | activation, % at 11.4 µM;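 active = activation above a cutoff set at the mean over all compounds plus 3 SD, cut at about 18% in these data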;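 also: higher means more holoenzyme dissociation and a rise in polarization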
Target sequence (P31323 whole entry, looked up, other chains not shown, the tested form may be a part): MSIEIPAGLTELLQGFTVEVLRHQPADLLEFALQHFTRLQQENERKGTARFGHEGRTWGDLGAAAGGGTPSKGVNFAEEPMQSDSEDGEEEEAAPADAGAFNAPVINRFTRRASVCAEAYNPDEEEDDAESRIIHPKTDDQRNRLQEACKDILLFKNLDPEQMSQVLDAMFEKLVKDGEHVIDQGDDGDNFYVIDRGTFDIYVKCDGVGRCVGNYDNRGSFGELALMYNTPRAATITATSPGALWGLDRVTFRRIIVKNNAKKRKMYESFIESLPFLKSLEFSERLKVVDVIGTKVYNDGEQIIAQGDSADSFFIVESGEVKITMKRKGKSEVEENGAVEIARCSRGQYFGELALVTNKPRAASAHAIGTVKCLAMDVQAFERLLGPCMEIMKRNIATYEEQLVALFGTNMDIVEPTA
SR-BI uptake up = activators of SR-BI mediated HDL lipid uptake; CHO ldlA[mSR-BI] cells, DiI-HDL uptake fluorescence, 3 h; 100 = double the neutral-control signal; activation, % at 12.5 µM; 320,000 tested, 0.096% active; AID 504775;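 active = mean replicate activation of at least 60% and every replicate at or above 60%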;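 also: 0% = median plate neutral-control signal and 100% = twice that signal; values of inactives mirror those of a sister screen read the other way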
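Test system: SR-BI-overexpressing, LDLR-lacking CHO cells; Medium: Ham's F12 with 0.5% BSA, HEPES 25 mM, pH 7.4; Schedule: 3 h, 37 °C; Technique: bottom-read fluorescence, 550/595 nm.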
RTF Ca sens inh = cardiac RTF calcium desensitization | P19429+P45379 | IANBD-labeled cardiac RTF, Ca2+ fluorescence | inhibition, % at 7.15 µM | 340,000 tested, 0.12% active;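 active = inhibition above the mean inhibition of all tested compounds plus 3 SD, cut at about 17% in these data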;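 also: assay run at fixed EC70 calcium of 1.6 mM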
Keap1-Nrf2 PPI = inhibitors of human Keap1-Nrf2 protein-protein interaction; 340,000 tested, 0.15% active; inhibition, % at 9.4 µM; Keap1 Kelch-Nrf2 peptide fluorescence polarization, 1536-well; AID 504523; Q14145; in the data active = inhibition above about 12%;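 also: human Keap1 Kelch domain with fluorescein labeled Nrf2 9mer peptide probe; 0% = neutral control wells and 100% = peptide positive control; higher means more block of Keap1 binding to Nrf2 peptide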
Target sequence (Q14145 whole entry, looked up, the tested form may be a part): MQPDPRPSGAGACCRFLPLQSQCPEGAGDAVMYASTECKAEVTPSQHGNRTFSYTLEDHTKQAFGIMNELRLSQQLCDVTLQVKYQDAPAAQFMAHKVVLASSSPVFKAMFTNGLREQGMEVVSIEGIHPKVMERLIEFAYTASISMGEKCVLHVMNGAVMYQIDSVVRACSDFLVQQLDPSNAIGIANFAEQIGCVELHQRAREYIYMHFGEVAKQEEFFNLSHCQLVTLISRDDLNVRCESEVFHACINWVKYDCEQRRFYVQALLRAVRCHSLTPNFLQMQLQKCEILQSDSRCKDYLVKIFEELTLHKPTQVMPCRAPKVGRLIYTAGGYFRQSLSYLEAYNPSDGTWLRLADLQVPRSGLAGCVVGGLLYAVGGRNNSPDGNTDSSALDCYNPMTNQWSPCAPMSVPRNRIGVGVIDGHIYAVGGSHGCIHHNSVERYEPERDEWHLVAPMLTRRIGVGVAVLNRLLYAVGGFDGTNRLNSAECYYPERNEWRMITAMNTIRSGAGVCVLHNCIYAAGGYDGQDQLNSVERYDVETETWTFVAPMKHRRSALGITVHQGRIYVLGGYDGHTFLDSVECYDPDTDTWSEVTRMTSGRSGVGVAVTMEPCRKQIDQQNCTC
SR-BI HDL uptake = mouse SR-BI HDL lipid transfer inhibition | inhibition, % at 12.5 µM | 320,000 tested, 0.96% active | ldlA[mSR-BI] CHO cells, DiI-HDL uptake fluorescence, 3 h | Q61009;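 active = mean replicate inhibition of at least 70% and a set share of replicates each scoring 70 or more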;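 also: 0% = median of neutral control wells and 100% = median of positive control wells; values of inactives mirror those of a sister screen read the other way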
Arr AP2 block = blocks beta-arrestin peptide binding to AP2 adaptin; AID 504490; FITC-arrestin peptide / GST-AP2 beads, flow cytometry; AP2 beta2 appendage carries R879A mutation; inhibition, % at 10 µM; 340,000 tested, 0.31% active;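 active = inhibition above a set limit, near 3 SD of compounds lacking own fluorescence, cut at about 54% in these data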;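 also: plate controls were DMSO wells for no effect and 5 µM unlabelled arrestin peptide for full effect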
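Measured by: flow cytometry, FL1 (488/535 nm); Material: AP2 appendage R879A on GSH beads; Evaluation: percent response; Timing: pre-incubation 12 min, peptide binding 1 h, room temperature; Also added: 50 nM FITC-arrestin peptide; Medium: PBS with 0.05% Tween 20 and 0.1% BSA.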
NSD2 inh = NSD2 (human) methyltransferase inhibition. O96028. NSD2 peptide methylation, AlphaScreen, 120 min. inhibition, % at 12.5 µM. 310,000 tested, 0.54% active; in the data active = inhibition above about 50%
DAGLB inhibitor = diacylglycerol lipase beta (human) inhibition; Q8NCG7; HEK293T DAGLB membrane lysate, EnzChek fluorogenic substrate; inhibition, % at 5.17 µM; 340,000 tested, 0.059% active; in the data active = inhibition above about 34%;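 also: 0% = enzyme with vehicle and 100% = wells lacking enzyme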
C-LANA FP = inhibitors of KSHV LANA C-terminal domain DNA binding; inhibition, % at 9 µM; 340,000 tested, 0.078% active; MBP-C-LANA/FAM-LBS DNA binding, fluorescence polarization;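 active = highest replicate inhibition at or above 60% at 9 µM, even if other replicates fall short; inactive = all replicates below 60% inhibition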;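 also: 0% = neutral control wells and 100% = 4 µM acridine orange control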
Starred values were filed as active, the others as inactive; . = no result given.

SMILES	PvdQ inh	PKA-R2B act	SR-BI uptake up	RTF Ca sens inh	Keap1-Nrf2 PPI	SR-BI HDL uptake	Arr AP2 block	NSD2 inh	DAGLB inhibitor	C-LANA FP
CCOc1ccc(/C=N/NC(=O)CN2CCCCCCC2)cc1	-3	0	5	-9	-2	-5	-4	1	1	-1.3
N#CC1(C#N)OC12CCS(=O)(=O)c1ccccc12 (stereo not drawn)	-5	-4	-2	-7	0	2	-9	-1	-1	0.4
CCOc1cc(/C=C(/C#N)C(=O)Nc2ccc(O)cc2)cc(Br)c1O	13	-4	-7	-9	-44	7	-2	8	-4	-11
O=C1c2ccccc2[C@@H]2C[C@H](NC34CC5CC(CC(C5)C3)C4)[C@@H](O)CCN12	-15	1	11	-3	-9	-11	7	.	-1	-2.4
O=C1OC(Cc2ccncc2)C(O)=C1C1=NCCCN1 (stereo not drawn)	-3	4	44	1	0	-44	4	19	-1	-0.3
COc1cc(C2NC(=O)NC(c3ccccc3)=C2C(C)=O)cc([N+](=O)[O-])c1O (stereo not drawn)	-11	-1	20	3	-4	-20	6	-2	-2	0.6
O=C(C[C@@H]1C/C=C\C[C@H](NC(=O)OCC2c3ccccc3-c3ccccc32)C(=O)OC[C@@H]2CCCN2C1=O)NCCO	8	-5	12	0	-4	-12	.	.	-5	0.3
CCCCNC(=O)CSc1nnc(NC(C)=O)s1	-16	2	-7	-3	-2	7	8	.	3	0.3
CCOC(=O)N1CCN(Cc2cn[nH]c2-c2ccc(-c3ccccc3)cc2)CC1	-13	0	-7	-5	7	7	-1	1	1	2.6
CC(NC(=O)c1ccccc1)C(=O)Nc1ccccc1 (stereo not drawn)	-18	-7	-17	5	-3	17	-8	-1	2	1.2
Cc1ccnc(NC(=O)c2ccccc2NC(=O)c2ccc(Cl)cc2Cl)c1	-13	0	-51	0	0	51	-8	3	-8	-0.9
O=C(c1ccccn1)N(Cc1cc2ccccc2[nH]c1=O)C1CCCCC1	-10	0	6	-7	3	-6	-1	1	-4	0.0
O=C(Nc1ccc(OC(F)(F)F)cc1)Nc1cccc([N+](=O)[O-])c1	-1	4	-13	7	2	13	-2	-4	-6	-0.4
Cc1oc(-c2ccccc2Cl)nc1CSc1nc2c(c(=O)[nH]1)CCCC2	-13	-5	.	-5	-2	.	24	-2	1	-0.4
Cc1cc(NC(=O)CSc2nccn2-c2cccc(Cl)c2)no1	-14	0	9	-6	-4	-9	-1	3	2	0.1
CN(C(=S)NC(=O)c1ccccc1)C1CCCCC1	-8	1	11	-10	-2	-11	14	0	-2	-2.8
COc1ccc(CCN(C)C2CCCN(C(=O)CCSC)C2)cc1OC (stereo not drawn)	-11	-8	5	-5	-5	-5	5	16	0	2.4
CCOC(=O)N1CCN(C(=O)c2ccc3c(=O)n(-c4cc(OC)ccc4OC)c(=S)[nH]c3c2)CC1	-7	-4	27	-4	-1	-27	30	-1	2	0.4
COc1ccc(S(=O)(=O)N(C)C[C@@H]2Oc3ccc(NC(=O)Nc4c(C)noc4C)cc3C(=O)N([C@H](C)CO)C[C@@H]2C)cc1	-6	-8	19	2	1	-19	10	.	0	2.2
CC(=O)C1(O)CCC2C3CCC4CC(O)CCC4(C)C3C(=O)CC21C (stereo not drawn)	9	0	15	-2	7	-15	-6	2	-1	9.6
CCC(C)c1ccc(OCC(=O)Nc2ccc3[nH]c(=O)[nH]c3c2)cc1 (stereo not drawn)	-12	-2	-10	9	1	10	5	-2	0	0.5
CCOC(=O)N1CCC(NC(=O)c2cc3c(=O)[nH]c4ccccc4c3n2C)CC1	1	4	-15	5	5	15	10	-2	0	1.3
CCOC(=O)C1=C(C)N=C2SC(C)C(=O)N2C1/C=C/c1ccccc1OC (stereo not drawn)	-10	-4	18	11	-6	-18	5	19	-4	1.7
CN(C)CCNC(=O)C(=O)Nc1cc2c3c(c1)CCN3C(=O)CC2	4	3	19	2	-3	-19	39	-10	1	0.1
Cc1ccc(S(=O)(=O)CC(=O)Nc2c(C)n(C)n(-c3ccccc3)c2=O)cc1	-9	-9	11	-5	-1	-11	10	-1	2	-1.3
CN(C)c1ccc(/C=C/C=C2/SC(=S)N(c3ccccc3)C2=O)cc1	1	2	.	-20	-3	.	41	.	9	0.6
O=C(NNC(=S)Nc1cccc(Cl)c1)c1ccccc1	-2	10	26	0	1	-26	-5	1	0	0.2
CCOC(=O)C1(Cc2cccc(OC)c2)CCCN(C(=O)c2ccc(OC)o2)C1 (stereo not drawn)	-7	-6	27	3	5	-27	-4	2	-3	0.8
Cc1nn(C)c(C)c1NC(=O)CSc1nc(C2CC2)nc2c1cnn2-c1ccccc1	-9	8	-27	-4	4	27	31	-8	3	0.7
CC(=O)Nc1ccc(C2=NN(c3ccccc3)C(c3cccs3)C2)cc1 (stereo not drawn)	-38	-5	-63	-4	-2	63	11	-5	6	-0.6
O=C(CC1C(=O)NCCN1Cc1ccc(-c2ccccc2)cc1)NCCc1ccccn1 (stereo not drawn)	-7	-3	4	-5	-4	-4	2	2	2	2.0
COc1ccc(Cl)cc1S(=O)(=O)N1CCC(O)(c2ccc(Cl)cc2)CC1	5	-2	-2	3	-4	2	7	-1	-2	0.2
Cc1cc(C(=O)CN2C(=O)NC(C)(CC(C)C)C2=O)c(C)n1-c1ccc2c(c1)OCO2 (stereo not drawn)	1	-10	-35	4	1	35	11	0	1	-0.6
Cc1ccc(COc2ccc(-c3nnco3)cc2)cc1	-18	-3	2	-7	-10	-2	5	-3	-7	2.0
N#Cc1ccc(C(=O)N2CCN(c3ncccn3)CC2)cc1	16	-14	3	2	-1	-3	33	-4	-4	2.0
COc1ccc(C2CCCN2C(=S)Nc2c(C)cccc2C)cc1OC (stereo not drawn)	-13	-9	-14	7	-1	14	-1	0	-1	1.4
Cc1ccc(NC(=O)c2nc[nH]c2C(=O)NCCCCNC(=O)c2[nH]cnc2C(=O)Nc2ccc(C)cc2)cc1	-16	-10	1	-5	-5	-1	2	.	-1	2.6
CCN(C(=O)CN1CCN(c2ccccc2F)CC1)c1c(N)n(Cc2ccccc2)c(=O)[nH]c1=O	1	-11	-4	-3	-1	4	12	1	-1	-0.1
C=CCC1(O)C(=O)Nc2ccccc21 (stereo not drawn)	6	0	5	1	-1	-5	17	0	-6	1.0
c1ccc(CNc2nc(-c3cccnc3)nc3ccccc23)cc1	26	-1	-2	1	-2	2	35	-1	-2	-0.3
O=C(c1ccccn1)C1CCCN(Cc2nc(Cc3cccc(F)c3)no2)C1 (stereo not drawn)	-6	0	11	2	-3	-11	11	-5	-1	0.0
CN1CCN(NC(=O)/C=C/c2ccc(C(C)(C)C)cc2)CC1	4	-6	-8	3	1	8	-10	.	-2	-1.3
CCn1c(=N)c(C(=O)NCCCOC)cc2c(=O)n3cccc(C)c3nc21	-33	1	7	-6	0	-7	7	.	2	-2.8
CC(=O)c1ccc(NC(=O)c2sc3nc(C)c(C)c(C)c3c2N)cc1	0	-5	-10	-15	2	10	-9	-1	-3	-0.2
Cc1ccc2c(c1)N(S(=O)(=O)c1ccc(CN3C(=O)c4cccnc4C3=O)s1)CCO2	-8	-19	0	-1	-3	0	1	2	2	0.5
COc1ccc(S(=O)(=O)N2CCCC(C(=O)NCCc3ccccc3)C2)cc1 (stereo not drawn)	-6	2	11	15	-2	-11	7	-1	0	0.9
O=C1C=CC(=O)N1Cc1ccncc1	-7	-8	1	-5	3	-1	5	0	-2	1.2
C=CCN=C(CC)C1=C(O)CCCC1=O	13	-13	2	-8	3	-2	5	2	2	2.4
COCCn1c(Cc2ccccc2)nnc1SCC(=O)N(C)C	-10	-11	2	0	-4	-2	-20	11	-2	-0.2
C[C@H]1CN([C@@H](C)CO)C(=O)Cc2cc(NC(=O)CCC(F)(F)F)ccc2O[C@H]1CN(C)C(=O)Nc1ccc(F)cc1	-12	-6	-1	1	2	1	-7	.	-1	3.0

Later entries:
SMILES	PvdQ inh	PKA-R2B act	SR-BI uptake up	RTF Ca sens inh	Keap1-Nrf2 PPI	SR-BI HDL uptake	Arr AP2 block	NSD2 inh	DAGLB inhibitor	C-LANA FP
O=C(Cc1ccccc1)Nc1ccc(SC(F)F)cc1	-13	7	-8	-10	-3	8	6	1	-4	0.3
Cc1nc2ccc(S(=O)(=O)N(C)CC(=O)N3CCc4ccccc4C3)cc2s1	8	-13	3	-3	-6	-3	-31	.	0	1.5
CN(C)S(=O)(=O)c1cccc(N=C2SCCN2Cc2ccccc2)c1	-1	-4	-35	-4	3	35	7	0	-2	-0.8
CCC(=O)NCCc1nc2cc(NC(=O)c3ccccc3OC)ccc2n1C	-7	-6	-2	6	-3	2	5	.	0	0.6
COC(=O)Cc1ccc(NC(C)=O)cc1	6	-10	21	-3	-7	-21	-4	.	-2	-0.7
COc1ccc2c(c1)CC/C2=N\OC(=O)c1cccc(C)c1	-28	-12	-9	-9	-5	9	2	-3	-14	-0.3
Cc1ccc(OCc2nnc(SC(C)C(=O)O)n2-c2ccccc2)cc1 (stereo not drawn)	-9	7	-16	-6	-1	16	-2	-1	0	-0.2
Cn1c(=O)c2c(nc(N3CCCCCC3)n2CC(=O)c2ccccc2)n(C)c1=O	2	1	3	-3	5	-3	16	.	0	-0.7
CN(C)S(=O)(=O)n1cc(/C=C(\NC(=O)c2ccccc2Cl)C(=O)N2CCOCC2)c2ccccc21	-14	-3	12	-1	-2	-12	-4	-17	0	-0.6
COc1ccc2nc(N3CCC(C)CC3)c(C#N)cc2c1	-3	10	-18	-25	1	18	18	6	-3	1.1

One compound at a time, from the list above:
COC(=O)Cc1ccc(NC(C)=O)cc1 across the screens: PvdQ inh: 6; PKA-R2B act: -10; SR-BI uptake up: 21; RTF Ca sens inh: -3; Keap1-Nrf2 PPI: -7; SR-BI HDL uptake: -21; Arr AP2 block: -4; NSD2 inh: .; DAGLB inhibitor: -2; C-LANA FP: -0.7
Cc1ccc(OCc2nnc(SC(C)C(=O)O)n2-c2ccccc2)cc1 (stereo not drawn) across the screens: PvdQ inh: -9; PKA-R2B act: 7; SR-BI uptake up: -16; RTF Ca sens inh: -6; Keap1-Nrf2 PPI: -1; SR-BI HDL uptake: 16; Arr AP2 block: -2; NSD2 inh: -1; DAGLB inhibitor: 0; C-LANA FP: -0.2

The listing continues.
SMILES	PvdQ inh	PKA-R2B act	SR-BI uptake up	RTF Ca sens inh	Keap1-Nrf2 PPI	SR-BI HDL uptake	Arr AP2 block	NSD2 inh	DAGLB inhibitor	C-LANA FP
COc1ccc(/C=C/c2ccncc2)cc1OC	-12	-4	5	-2	-3	-5	-3	15	1	-0.3
Cc1nc(Oc2ccc(S(=O)(=O)N3CCOCC3)cc2Cl)c2c3c(sc2n1)CCCC3	-12	-3	-22	-3	-5	22	-8	0	-16	0.4
O=C(CSc1ncn[nH]1)Nc1nc(-c2ccccc2)ns1	-27	-7	13	-1	-4	-13	-5	-1	-2	-1.6
CCN(CC1CCCO1)C(=O)CCc1nnc(CCc2ccccc2OC)o1 (stereo not drawn)	-19	-13	12	4	2	-12	4	-4	-4	-0.1

Compounds as they come; overall some 2.1% were active at least once.
